Casp7 inh – allosteric or competitive inhibitors of human caspase-7. P55210. hit rate 0.02% among 75,000. recombinant caspase-7, Ac-DEVD-AFC fluorescence rate. Potency, µM (series often up to 57.5 µM), for the others: at the top dose activity change, negative = inhibition, usual class: inhibitors; active = well fitted inhibition curve with a large enough effect in the main read-out, with a control signal flat, not every such curve was filed as active; inconclusive = small, poorly fitted or top-dose-only effect, or a change in a side signal; note: potency is the fitted concentration of half-maximal effect; % of control where 0% means no effect
HEK293 cAMP cs – counter-screen for TSHR agonists: cAMP increase in parental HEK293. Potency, µM (series often up to 57.1 µM), for the others: at the top dose activation, most hits filed as activators. hit rate 2.5% among 73,000. parental HEK293 CNG cAMP sensor, membrane potential fluorescence; note: potency is the fitted concentration of half-maximal effect; % of control where 0% means no effect; nearly all actives have a fitted effect of over 55% in size
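Parental HEK 293 cells stably expressing a cAMP-gated CNG channel were loaded with membrane potential dye containing 100 uM RO 20-1724 for 60 min. Compound added for 30 min; depolarization read as fluorescence intensity at 590 nm.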
Rhodamine autofl – compound fluoresces in the rhodamine spectral region. Rhodamine-region fluorescence, 547/598 nm, Tris buffer; stronger effect = higher value. max dye-equivalent concentration, M. hit rate 0.05% among 59,000. AID 594; in the data active = max dye-equivalent concentration above about 11 nM; inconclusive = between about 1.1 nM and that limit
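Intrinsic compound fluorescence, ex 547 / em 598 nm, CCD imager. Tris 100 mM pH 8.0; 15 min RT. Output = rhodamine dye-equivalent concentration at each compound concentration.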
FLuc inh – inhibitors of firefly luciferase | AID 411 | P08659 | hit rate 2.2% among 72,000 | Potency, µM (highest dose often 57.1 µM), inactives show at the highest dose activity change, negative = inhibition, most hits filed as inhibitors | purified firefly luciferase, luminescence, 8 min; note: potency is the fitted concentration of half-maximal effect; % is set by controls: 0 for no effect and ±100 for the full control effect; nearly all actives have a fitted effect of over 40% in size
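Firefly luciferase (PKLight detection mix) with 10 uM ATP in pH 7.2 imidazole buffer (KCl, MgCl2, Tween 20, BSA). Compounds tested across a concentration series (qHTS). Luminescence read after 8 min at ambient temperature.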
A350 autofl – compounds fluorescent in Alexa 350 spectral region. hit rate 11% among 59,000. Compound autofluorescence, 340/450 nm, Alexa 350 dye-equivalents; stronger effect = higher value. max dye-equivalent concentration, M; in the data active = max dye-equivalent concentration above about 10 nM; inconclusive = mostly about 1.1 nM to 9.6 nM
Texas Red fluor – Texas Red region autofluorescence; max dye-equivalent concentration, M; AID 587; hit rate 0.06% among 59,000; Compound fluorescence, Texas Red channel, 547/618 nm; stronger effect = higher value; in the data active = max dye-equivalent concentration above about 10 nM; inconclusive = between about 1.1 nM and that limit
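Dye-equivalent concentrations come from scaling compound signal (ex 547, em 618 nm) to six Texas Red standard concentrations run on every plate, after 15 min room-temperature incubation in pH 8.0 Tris (100 mM).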
Tau filament bind – binds recombinant human tau filaments; P10636; hit rate 2% among 71,000; AID 596; recombinant tau filaments, thioflavin S fluorescence, 15 h; filaments grown with octadecylsulfate alongside compound; Potency, µM (titrated, usually from 57.1 µM), for inactives: at the highest dose activity change, negative = inhibition;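 note: potency is the fitted concentration of half-maximal effect; % is set by controls: 0 for no effect and ±100 for the full control effect; actives lower thioflavin S fluorescence by blocking filaments or displacing dye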
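His-tagged recombinant human tau (exons 2, 3, 10; 1 uM final) fibrillized with 30 uM sodium octadecylsulfate, 15 h at 37 C, in pH 7.4 HEPES buffer with 10 uM thioflavine S and 5 mM DTT. Reduced ThS fluorescence (450/510 nm) marks activity.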
ERK AVP block – inhibitors of vasopressin-stimulated ERK signaling pathway | HEK293-V1b, vasopressin-stimulated pERK AlphaScreen | Potency, µM (top dose mostly 57.5 µM), inactives show at the top dose activity, negative = inhibition, hits mostly inhibitors | hit rate 0.99% among 72,000 | AID 995; note: potency is the fitted concentration of half-maximal effect; % is set by controls: 0 for no effect and ±100 for the full control effect; nearly all actives have a fitted effect of over 55% in size
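Phosphorylated ERK1/2 detected via AlphaScreen bead proximity in lysates of V1b-expressing HEK293 cells given 25 nM vasopressin for 5 min after 30 min compound exposure (37 °C). AC50 from Hill equation; basal DMSO 0%, vasopressin 100%.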
4MU fluor – compounds fluorescent in 4-MU spectral region. compound autofluorescence, 340/450 nm, 4-MU equivalents; stronger effect = higher value. max dye-equivalent concentration, M. hit rate 11% among 59,000; in the data active = max dye-equivalent concentration above about 10 nM; inconclusive = mostly about 1.1 nM to 9.6 nM
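Compounds in 100 mM Tris, pH 8.0, incubated 15 min at room temperature, then fluorescence read at 340 nm excitation/450 nm emission. Signal converted to 4-MU dye-equivalent concentration using an on-plate six-point 4-MU standard curve.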
Casp1 inh – blocks human caspase-1 allosterically or competitively; Caspase-1 enzyme, Ac-WEHD-AFC fluorogenic rate; Potency, µM (top dose mostly 57.5 µM), for inactives: at the top dose activity change, negative = inhibition, usual class: inhibitors; hit rate 0.03% among 75,000; AID 900;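 note: potency is the fitted concentration of half-maximal effect; plate controls were vehicle for no effect and no substrate for full effect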
Fluorescein autfl – fluorescein region autofluorescence. max fluorescein-equivalent concentration, M. Compound autofluorescence, 480/540 nm, fluorescein-equivalent; stronger effect = higher value. hit rate 0.91% among 59,000. AID 593; in the data active = max fluorescein-equivalent concentration above about 10 nM; inconclusive = between about 1.1 nM and that limit
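Read-out is intrinsic compound fluorescence at 480/540 nm (excitation/emission), expressed as dye-equivalent concentration using a fluorescein standard series run on every plate. Compounds sat 15 min at room temperature in 100 mM Tris, pH 8.0.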
Numbers without * were called inactive; i = inactive; ? = inconclusive; · = no result given; [ ] = another dose, or the depositor's remark. Unless noted, calls come from the whole dose curve; as a rule, active = well fitted curve in the direction sought with a large enough effect; inconclusive = small, poorly fitted or top-dose-only effect, or another doubt; inactive = no such curve, though single readings can be large; an effect the other way counts as inactive or inconclusive.

SMILES | Casp7 inh | HEK293 cAMP cs | Rhodamine autofl | FLuc inh | A350 autofl | Texas Red fluor | Tau filament bind | ERK AVP block | 4MU fluor | Casp1 inh | Fluorescein autfl
CC(C)(C)OC(=O)N1CCC[C@H]1c1nnc(SCc2c(F)cccc2Cl)o1 | -3.0% | ? | i | -1.6% | 1.09e-08M* | ? | 3.4% | 8.6% | ? | -2.2% | i
Cc1cc(NC(=O)c2ccccc2)sc1C | -2.1% | 1.4% | · | 12.6µM* | · | · | -10.2% | 3.6% | · | -1.1% | ·
COc1ccc(C(=O)Cn2c(N3CCCCC3)nc3c2c(=O)n(C)c(=O)n3C)cc1OC | · | · | i | 0.5%[25.5 µM] | ? | i | · | · | i | · | i
O=C(O)CCCCCN1C(=O)C(=O)/C(=C(/O)c2ccccc2)C1c1ccccc1 (stereo not given) | -1.0% | -6.1% | · | 0.6% | · | · | 22.9% | -1.0% | · | -1.8% | ·
CCCS(=O)(=O)NCCc1csc(-c2cccnc2)n1 | -2.1% | 4.3% | · | -0.6% | · | · | -18.0% | · | · | -2.5% | ·
O=C(O)C1C2C=CC(C3CC23)C1C(=O)NCCc1ccccc1 (stereo not given) | 0.5% | 19.4% | i | -0.8% | i | ? | -4.3% | -7.0% | i | 2.0% | i
CC1=C(C(=O)Nc2ccccc2)C(c2ccncc2)C(C#N)=C(SCC(=O)NC(C)C)N1 (stereo not given) | · | · | i | -0.8%[25.5 µM] | ? | i | · | · | ? | · | i
CCOC(=O)C1CCN(C(c2cc3c(C)ccc(C)c3[nH]c2=O)c2nnnn2C2CCCCC2)CC1 (stereo not given) | 1.6% | -8.0% | i | 4.3% | ? | i | -6.3% | 7.0% | ? | -1.7% | i
Cc1ccc(N2CC(C(=O)Nc3cc(C)ccc3F)CC2=O)cc1 (stereo not given) | 1.0% | ? | · | 1.2% | · | · | 10.5%[11.4 µM] | 0.9% | · | -0.9% | ·
O=C(Nc1ccc2c(c1)OCO2)c1c(F)cccc1F | -1.7% | 1.9% | i | ? | i | i | -22.4% | -4.4% | i | -4.7% | i
COc1ccc(-c2nnc3sc(COc4ccc(C)cc4)nn23)cc1 | 1.2% | 20µM* | i | 1.5% | ? | i | 53.9% | 8.6% | i | -1.4% | i
Cc1nc2sc3c(c2c2nc(-c4ccco4)nn12)CC(C)(C)OC3 | 2.0% | 5.1% | i | 2.4% | i | ? | 8.4% | -4.2% | i | 0.1% | i
COC(=O)c1ccc2c(c1)N(Cc1nc(-c3cccc(Cl)c3)oc1C)C(=O)C1CCCN21 (stereo not given) | -2.0% | 5.8% | i | 1.1% | i | i | 21.0% | ? | i | -1.2% | ?
CC1Cc2ccccc2N1C(=O)CSc1ncccc1C(=O)O (stereo not given) | -0.9% | -0.1% | i | -1.6% | i | i | -3.5% | 1.5% | i | -1.2% | i
O=C(Nc1ccccc1)NC1(C(=O)NCCCN2CCOCC2)CCCCC1 | -0.9% | 18.7% | i | 1.2% | i | i | -2.4% | 7.5% | i | 3.6% | i
CCOC(=O)c1c(C(F)(F)C(F)(F)C(F)(F)C(F)(F)F)n[nH]c1C | · | · | i | 1.4%[25.5 µM] | i | i | · | · | i | · | i
CCn1c(CNc2ccc(C)cc2)nnc1SCC(=O)NCc1ccccc1 | -4.3% | 0.1% | i | 1.1% | i | i | -6.6% | ? | i | -0.4% | i
CC1CCN(S(=O)(=O)c2ccc(NC(=O)Cn3nnc(-c4ccccc4F)n3)cc2)CC1 | 0.6% | 12.1% | i | 3.9% | i | i | 114.1% | 40.6%[activator] | i | -1.4% | i
CCC(=O)Nc1nc(OC)cc(OC)n1 | -0.3% | -1.7% | i | 1.1% | i | i | 1.6% | -2.8% | i | -0.8% | i
CCN(CC)CCNc1ccnc2cc(Cl)ccc12 | -1.6% | 14.5% | i | 0.4% | i | i | -14.3% | 3.3% | i | -1.3% | i
O=C(CN1C(=O)NC2(CCCc3ccccc32)C1=O)N1CCc2ccccc2C1 (stereo not given) | -0.4% | 0.7% | i | -0.5% | i | ? | -18.8% | -8.2% | i | 3.1% | i
CCN(CC)c1ccc(-n2c(C)c(C(C)=O)c(C(C)=O)c2C)cc1 | -1.1% | 15.8µM* | i | 0.9% | i | i | 2.0% | -29.8% | i | 1.3% | i
Cc1ccccc1N1CCN(S(=O)(=O)C[C@@]23CC[C@H](C[C@H]2NC(=O)[C@@H](N)CCS(C)(=O)=O)C3(C)C)CC1 | 1.3% | ? | i | -1.4% | i | ? | -5.9% | -10.7% | i | -1.1% | ?
CCOc1ccc(Cl)cc1CSc1n[nH]c(CC)n1 | 0.7% | 14.1% | i | -2.1% | i | i | -2.1% | -3.8% | i | -1.1% | i
COc1ccccc1NC(=O)CSc1nc(O)cc(=O)n1-c1ccccc1OC | -6.7% | -10.0% | · | 1.3% | · | · | -16.1% | 14.8% | · | -3.6% | ·
COc1ccc2ccccc2c1/C=N/O | -1.0% | 11.9% | i | -0.6% | ? | i | -4.4% | 2.4% | ? | 1.3% | i
CN(C)C(=O)NC1CCCCCCCCCCC1 | 1.7% | 5.6% | · | 4.2% | · | · | 7.3% | -2.2% | · | -3.3% | ·
CCC(=O)c1ccccc1OCCCn1cncn1 | -6.3% | ? | i | -19.4% | ? | i | -16.7% | -3.5% | ? | -7.4% | i
CCOc1c(C)cc(-c2ncccc2O)cc1C | -0.1% | -4.3% | i | -7.9% | 1.79e-07M* | i | 3.4% | 31.3% | 2.47e-07M* | -1.6% | i
CSc1nc(NC(C)(C)C)nc(Oc2ccc(=O)[nH]n2)n1 | -0.3% | -0.4% | i | 1.1% | i | i | 7.3% | -22.0% | i | 0.8% | i
CCCCN1CCCC[C@H]1C(=O)Nc1c(C)cccc1C | 0.5%[25.7 µM] | ? | i | 12.3%[25.5 µM] | i | i | 5.9%[25.6 µM] | -17.0%[25.7 µM] | i | -1.1%[25.7 µM] | ?
Cc1cccc(NC(=O)c2cnc3sccn3c2=O)c1C | 1.3% | 7.4% | · | -22.6% | · | · | -8.3% | · | · | 0.7% | ·
Cc1nc2c(o1)CCc1ccccc1C2O (stereo not given) | · | · | i | 2.8%[25.5 µM] | i | i | · | · | i | · | i
COc1ccc(S(=O)(=O)Cc2ccc(C(=O)N3CCN(Cc4ccccc4)CC3)o2)cc1 | -0.9% | 16.5% | · | -0.1% | · | · | 18.5% | -17.6% | · | -0.1% | ·
O=C(CCC(=O)N1CCN(S(=O)(=O)c2ccccc2)CC1)NC1CCCc2ccccc21 (stereo not given) | -0.1% | 29.9% | i | 3.7% | i | i | -6.4% | 3.4% | i | -1.1% | i
O=C(NCc1nnc2n1CCCCC2)c1ccc(Cl)cc1Cl | -0.3% | -2.3% | i | -1.8% | i | i | 1.1% | -16.5% | i | -2.6% | ?
Cc1c2cn[nH]c(=O)c2c(C)n1Cc1ccc(F)cc1 | -2.0% | 8.8% | · | -1.2% | · | · | -10.0% | -13.5% | · | -3.3% | ·
O=C(CCn1c(SCC(=O)NCc2ccco2)nc2ccccc2c1=O)NCCc1ccccc1 | -3.7% | 13.5% | i | 0.9% | i | i | 132.9% | -4.5% | i | 0.5% | ?
O=C(O)CCSc1nnc(-c2ccccc2)n1-c1ccccc1 | 0.8% | -0.7%[11.4 µM] | · | -0.3% | · | · | 6.8%[11.4 µM] | -21.6% | · | -2.0% | ·
Cc1oc2nc(SCC(=O)NCc3cccnc3)nc(N)c2c1C | 0.0% | -0.9% | i | -2.6% | i | i | -3.5% | -19.1% | i | 0.0% | i
COC(=O)/C=C(\C)NC(=O)c1cccs1 | 1.1% | ? | · | 0.8% | · | · | 5.1% | -7.4% | · | -1.4% | ·
N=c1sccn1CC(=O)Nc1ccc(S(=O)(=O)N2CCOCC2)cc1 | 6.7% | 0.8% | i | -0.4% | ? | i | 3.4% | 12.9% | i | 1.4% | ?
CCCCCCOC(=O)Sc1nc2ccccc2o1 | -0.7% | -0.3% | · | -1.0% | · | · | 17.1% | 26.6% | · | -4.2% | ·
N[C@@H](Cn1ccc(=O)n(Cc2ccccc2C(=O)O)c1=O)C(=O)O | 0.3% | 1.0% | · | 0.7% | · | · | ? | 3.2% | · | -3.1% | ·
CCCNC(=O)CN(c1ccc(F)c(Cl)c1)S(C)(=O)=O | 0.6% | 2.9% | i | 0.5% | i | i | -11.6% | -11.9% | i | 1.3% | ?
O=C(C1=C(O)C(=O)N(c2ncccn2)C1c1cccc(Cl)c1)c1ccco1 (stereo not given) | · | · | i | -1.8%[25.5 µM] | i | i | · | · | i | · | ?
COC(=O)[C@@]1(Cc2ccccc2)[C@H]2c3cc(C(=O)N4CCCC4)n(Cc4ccc(C)o4)c3C[C@H]2CN1C(=O)c1ccccc1 | -5.9% | 1.58µM* | · | · | · | · | 23.6% | -4.6% | · | -0.8% | ·

Bioassay records as filed in PubChem.

The list is partial (hit frequency here may not be typical).
